# Compound activity from PubChem.
# GLP1R inv ag = qHTS of GLP-1 Receptor Inverse Agonists (Inhibition Mode). Glucagon-like peptide 1 receptor (Homo sapiens), P43220. HEK293 GLP-1R CRE-luciferase, luminescence, 24 h; GLP-1R form is constitutively active. Potency, µM (series often up to 38.3 µM), for the others: at the highest dose activity change, negative = inhibition, hits mostly inhibitors. 1.6% of 410,000 active. AID 624417, 2012; further: on the % scale 0 is the no-effect control and ±100 the full control effect; nearly all actives have a fitted effect of over 55% in size
# Target sequence (P43220 whole entry, looked up): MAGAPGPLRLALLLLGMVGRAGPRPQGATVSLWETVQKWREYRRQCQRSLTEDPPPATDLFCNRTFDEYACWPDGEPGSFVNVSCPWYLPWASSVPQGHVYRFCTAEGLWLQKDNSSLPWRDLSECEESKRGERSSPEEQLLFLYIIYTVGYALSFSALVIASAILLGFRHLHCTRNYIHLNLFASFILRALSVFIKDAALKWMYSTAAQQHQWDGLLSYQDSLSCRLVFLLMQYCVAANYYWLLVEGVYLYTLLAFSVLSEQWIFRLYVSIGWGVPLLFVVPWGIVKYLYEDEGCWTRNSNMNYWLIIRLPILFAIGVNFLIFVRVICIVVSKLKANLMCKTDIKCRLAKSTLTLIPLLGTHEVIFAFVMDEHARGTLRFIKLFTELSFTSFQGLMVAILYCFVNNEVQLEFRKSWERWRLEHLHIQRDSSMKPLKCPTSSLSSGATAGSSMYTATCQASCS
#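 Using stably transfected HEK293 (constitutively active GLP-1R, cAMP-luciferase reporter), compounds were incubated 24 hr and luciferase measured by luminescence.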
# GLP1R ag = qHTS of GLP-1 Receptor Agonists; Glucagon-like peptide 1 receptor (Homo sapiens), P43220; HEK293 GLP-1R CRE-luciferase, luminescence, 4-6 h; cells express a hypersensitive GLP-1R form; Potency, µM (titrated, usually from 45.6 µM), without a hit: at the highest dose activation, actives largely listed as activators; 0.007% of 380,000 active; further: % of control where 0% means no effect
# KB-3-1 tox = qHTS assay for MDR1-selective chemotherapeutics: Primary screen using the parental adenocarcinoma cell KB-3-1; KB-3-1 viability, CellTiter-Glo ATP luminescence, 72 h; Potency, µM (titrated, usually from 46.1 µM), for the others: at the top dose activity change, negative = cytotoxic, most hits filed as cytotoxic; 1.4% of 400,000 active; further: on the % scale 0 is the no-effect control and ±100 the full control effect; nearly all actives have a fitted effect of over 60% in size
#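 Parental KB-3-1 viability, qHTS format: 72 h compound exposure, 37 °C; CellTiter-Glo; media-only wells and DMSO plates as controls; concentration-effect fits on corrected data.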
# HT1080-NT tox = qHTS for induction of synthetic lethality in tumor cells producing 2HG: qHTS for the HT-1080-NT fibrosarcoma cell line. HT-1080-NT fibrosarcoma viability, CellTiter-Glo ATP luminescence, 48 h. Potency, µM (top dose mostly 46.1 µM), for inactives: at the top dose activity, negative = less viability, actives largely listed as cytotoxic. 1.6% of 360,000 active;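 further: NT is the 2HG producing partner of a matched IDH1 knockdown line; 0% = DMSO-treated cells and -100% = media-only wells without cells; nearly all actives have a fitted effect of over 55% in size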
#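 Compounds were tested in concentration-response format on HT-1080-NT cells for 48 hours at 37 degrees C. Cell viability came from CellTiter-Glo luminescence; curves were classified by r2, response magnitude and activity.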
# SW480 rerep = A quantitative high throughput screen for small molecules that induce DNA re-replication in SW480 colon adenocarcinoma cells | AID 624297, 2012 | SW480 DNA re-replication, Hoechst DNA content imaging, 48 h | Potency, µM (doses to about 46.1 µM), without a hit: at the highest dose re-replication activation, usual class: activators | 1.8% of 340,000 active; further: % of control where 0% means no effect; nearly all actives have a fitted effect of over 55% in size
#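 250 cells/well; 23 nL cpd via pin tool; 48 hr, 37 C, 5% CO2; Hoechst 40 min; imager read of total nuclear intensity, ex 405/em 500-530 nm.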
# HT1080 IDH1KD tx = qHTS for induction of synthetic lethality in tumor cells producing 2HG: qHTS for the HT-1080-IDH1KD cell line | HT-1080 IDH1 knockdown viability, ATP luminescence, 48 h | Potency, µM (doses to about 46.1 µM), for the others: top-dose activity, negative = toxicity, most hits filed as cytotoxic | 2% of 360,000 active;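 further: 0% = DMSO wells and -100% = cell-free medium wells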
#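 Viability of IDH1-knockdown HT-1080 fibrosarcoma cells was assessed by CellTiter-Glo after 48 h at 37 °C with titrated compound; concentration-effect curves were classified by fit quality and response size.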
# TDP-43 yeast inh = qHTS of TDP-43 Inhibitors; 1.8% of 410,000 active; AID 652104, 2013; Potency, µM (series often up to 46.1 µM), inactives show at the highest dose growth rescue (activation), actives largely listed as activators; TDP-43 expressing yeast growth rescue, BacTiter-Glo, 24 h; further: % of control where 0% means no effect; nearly all actives have a fitted effect of over 50% in size
#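 Galactose-induced TDP-43 yeast, OD600=0.02, compound pinned; 24 hr, 30 deg C; BacTiter-Glo luminescence for growth. Inhibitors of TDP-43 toxicity read as activators.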
# HEK293 tox = qHTS of GLP-1 Receptor Inverse Agonists: Cytotox Screen; AID 624418, 2012; Potency, µM (series often up to 38.3 µM), without a hit: at the highest dose activity change, negative = inhibition, actives largely listed as inhibitors; HEK293 cAMP-luciferase reporter cells, luminescence, 24 h; 0.13% of 410,000 active;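 further: loss of luciferase light is scored as toxicity; on the % scale 0 is the no-effect control and ±100 the full control effect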
#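 1536-well qHTS counterscreen of the MLSMR; 200 cells/uL, 12 h pre-incubation, 23 nL cpd, 24 h at 37 deg C 5% CO2, luciferase detection reagent, 12 min RT, luminescence. Inhibition = undesired.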
# KB-V1 MDR tox = qHTS assay for MDR1-selective chemotherapeutics: Primary screen using the drug-selected MDR subline cells KB-V1; KB-V1 MDR cells viability, CellTiter-Glo, 72 h; Potency, µM (titrated, usually from 46.1 µM), inactives show at the highest dose activity change, negative = cytotoxicity, hits mostly cytotoxic; 3.4% of 400,000 active; AID 1347076, 2019; further: on the % scale 0 is the no-effect control and ±100 the full control effect; nearly all actives have a fitted effect of over 60% in size
#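 Compound-treated KB-V1 multidrug-resistant cells, 72 h, 37 degrees C; viability by CellTiter-Glo. Fitted qHTS curves give the values.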
# * = called active by the depositor; u = inconclusive; x = no result given; [ ] = dose if it differs, or a comment. The call rests on the fitted dose curve; in most records, active means well fitted curve in the direction sought with a large enough effect; inconclusive means small, poorly fitted or top-dose-only effect, or another doubt; inactive means no such curve, though single readings can be large; an effect the other way counts as inactive or inconclusive. Potency means the concentration at half of the fitted maximal effect.
# Sequence of screens: TDP-43 yeast inh	HEK293 tox	GLP1R inv ag	KB-3-1 tox	KB-V1 MDR tox	GLP1R ag	HT1080-NT tox	SW480 rerep	HT1080 IDH1KD tx
COc1ccc(Cn2nnnc2C(C(C)C)N2CCc3ccccc32)cc1 (stereo not drawn)
    u	12%	u	0%	-7%	1%	2%	4%	-5%
COc1cc2c3nnc(-c4ccc(F)cc4)c-3cn(Cc3ccc(F)cc3)c2cc1OC
    2%	4%	9%	u	-14%	23%	-7%	u	u
CC(/C=C1\SC(=O)N(CCCC(=O)O)C1=O)=C\c1ccccc1
    -27%	-13%	u	4%	10%	-9%	0%	-60%[inhibitor]	2%
O=C(CN1CCN(c2ccc(Cl)cc2)CC1)Nc1cccc(F)c1
    -8%	8%	u	u	u	2%	-15%	u	-11%
CC(C)(CO)NC(=O)Nc1ccc(Cl)c(Cl)c1
    -2%	9%	u	7%	5%	0%	2%	0%	0%
O=C(CSc1nc(-c2ccco2)cc(C(F)(F)F)n1)N1CCc2ccccc2C1
    -22%	-8%	u	-4%	0%	-4%	0%	-6%	6%
COc1cc(C(=O)OCC(=O)NC(=O)c2cccn2C)ccc1OC(F)F
    x	u	-11%	1%	0%	-2%	-10%	-17%[1.84 µM]	4%
Cc1cccc(NC(=O)CC2CCC2)c1
    -7%	14%	4%	u	5%	6%	0%	-2%	-2%
Cc1cc2c(cc1C)NC(CC(=O)NCc1ccccc1)C(=O)N2 (stereo not drawn)
    -17%	6%	8%	-2%	u	4%	4%	u	-28%
O=C(N[C@@H](Cc1ccccc1)C(=O)NC1CCCCC1)c1ccco1
    23%	11%	13%	15%	13µM*	1%	-1%	0%	0%
CCOC(=O)CSc1nnc(CNC(=O)c2ccc(OC)cc2OC)n1-c1ccc(OC)cc1
    -13%	2%	0%	8%	-11%	10%	20%	-2%	-2%
O=C(CCC1COc2ccccc2O1)Nc1ccccn1 (stereo not drawn)
    11%	-12%	-6%	21%	22%	0%	0%	-8%	-3%
COc1ccc(O)c(CN2CCCC(N3CCN(c4ccccc4OC)CC3)C2)c1 (stereo not drawn)
    -11%	-3%	-17%	-9%	-4%	-4%	6%	-6%	-5%
O=C(NC1CCCC1)C(c1ccccc1)N(Cc1ccco1)C(=O)Cc1cccs1 (stereo not drawn)
    0%	-23%	u	3%	-29%	0%	2%	2%	2%
CC(C(=O)N(C)C1CCS(=O)(=O)C1)N1C(=O)/C(=C/c2cccs2)SC1=S (stereo not drawn)
    27%	-11%	-12%	u	u	-2%	1%	-4%	16%
CC(=O)N1CCCc2cc(S(=O)(=O)N3CCCC(C(=O)Nc4ccccc4C)C3)ccc21 (stereo not drawn)
    6%	-6%	5%	-8%	-7%	11%	7%	-12%	0%
COc1ccccc1-c1nnc(SCC(=O)c2ccc(C3CCCCC3)cc2)n1Cc1ccco1
    1%	u	u	u	u	-21%	u	0%	u
Cc1cccc(C)c1OCc1cc(C(=O)N(C)CCc2ccccn2)no1
    17%	-10%	u	x	x	15%	2%	1%	2%
COc1ccc(CNC(=O)[C@@H](NC(=O)C2CCN(C(=O)[C@@H](N)Cc3ccccc3)CC2)C(C)C)cc1
    12%	-26%	13%	0%	0%	5%	-4%	-1%	-3%
O=C(O)c1oc2ccccc2c1CSCc1ccccc1
    17%	-5%	-1%	6%	16%	-1%	-3%	-10%	-17%

# Some values from above.
# HT1080-NT tox result of COc1ccc(Cn2nnnc2C(C(C)C)N2CCc3ccccc32)cc1 (stereo not drawn) stands at 2%
# GLP1R ag result of O=C(CCC1COc2ccccc2O1)Nc1ccccn1 (stereo not drawn) stands at 0%

# (more compounds)
# Sequence of screens: TDP-43 yeast inh	HEK293 tox	GLP1R inv ag	KB-3-1 tox	KB-V1 MDR tox	GLP1R ag	HT1080-NT tox	SW480 rerep	HT1080 IDH1KD tx
COC(=O)CSc1nc(C)cc(N2CCOCC2)n1
    -7%	-1%	15%	4%	u	9%	9%	-4%	1%
CCC(C)NCCOCCOc1ccc(Br)cc1 (stereo not drawn)
    -2%	1%	u	-3%	-1%	5%	-17%	8%	-1%
O=C(Nc1ccc2c(c1)OCO2)N1CCN(c2ncccn2)CC1
    -8%	-19%	-7%	0%	2%	-1%	13%	-6%	1%
Cc1ccc(C(=O)NCC(=O)OCC(=O)c2ccc3c(c2)NC(=O)CO3)cc1
    -8%	-4%	-15%	0%	0%	12%	-8%	-3%	2%
CCOC(=O)c1ccc(NC(=O)CCc2c(C)n(CC)c3cc(-c4ccccc4OC)nn3c2=O)cc1
    6%	-3%	5%	4%	u	-5%	x	x	x
O=C(NCCCN1CCCCC1)C1CCN(S(=O)(=O)N2CCC3(CC2)OCCO3)CC1
    -2%	-3%	8%	4%	16%	3%	11%	-1%	17%
CCOC(=O)N1N=C(c2ccccc2)CC1(O)C(C)(F)F (stereo not drawn)
    0%[1.82 µM]	-16%	17%	6%	u	5%	6%	-3%	1%
O=C(COc1ccccc1)NCc1n[nH]c(=S)n1-c1ccccc1
    -13%	-2%	8%	14%	-14%	21%	-7%	0%	1%
CCOc1ccc(C(=O)NCC(c2ccco2)N2CCc3ccccc3C2)cc1 (stereo not drawn)
    -17%	2%	u	-8%	u	-1%	4%	5%	-1%
CC(C)(C)NC(=O)C(=O)NNC(=O)c1cccc(Br)c1
    4%	-5%	17%	1%	0%	3%	-14%	u	-10%
O=C1CCc2cc(NS(=O)(=O)c3cc(F)ccc3F)cc3c2N1CC3
    10%	14%	71%[activator]	-1%	-22%	-8%	2%	-6%	2%
CS(=O)(=O)NN1C(=O)c2ccccc2NC1c1cccc(O)c1 (stereo not drawn)
    -20%	-3%	-1%	2%	5%	3%	-4%	-22%	10%
CCCCC(CC)C(=O)NCC(C)NC(=O)C(CC)CCCC (stereo not drawn)
    23%	-14%	5%	-5%	-31%	-2%	10%	11%	14%
C=CCN(C(=O)CCC(=O)Nc1cc(C)on1)C(C(=O)NC1CCCC1)c1cccnc1 (stereo not drawn)
    -6%	5%	0%	-8%	4%	-1%	0%	11%	-2%
CN(C)c1ccc(C=C(C#N)C(=O)c2ccccc2)cc1Br
    13%	-4%	18%	18%	3%	16%	6%	x	9%
Cc1cccc(N2CCN(C(=O)C(Cc3ccccc3)NC(N)=O)CC2)c1C (stereo not drawn)
    13%	-28%	-33%	9%	7%	-1%	25%	-6%	11%
COc1ccc(CCN2C(=O)CCC2(C)c2nnnn2Cc2ccccc2)cc1OC (stereo not drawn)
    19%	1%	24%	-4%	-4%	9%	0%	x	7%
COc1ccc(NC(=O)c2ccccc2[N+](=O)[O-])cc1
    21%	5%[1.53 µM]	12%	11%	1%	0%	5%	-1%	8%
COc1ccc(Cl)cc1NC(=S)N1CCC(c2ccc(C)cc2)C1 (stereo not drawn)
    3%	-11%	u	-8%	8%	27%	20%	15%	2%
CCCCn1c2c(c(=O)n(C)c1=O)C(CC(=O)OCC(=O)Nc1cccc(C(F)(F)F)c1)C(=O)N2 (stereo not drawn)
    13%	-5%	-6%	-2%	18%	0%	-15%	-3%	-5%
Cc1nn(-c2ccccc2)c2c1C(c1ccc(F)cc1F)C(C#N)=C(N)O2 (stereo not drawn)
    -8%	-4%	4%	-2%	23%	-3%	5%	0%	-5%

# By substructure, the compounds so far with fluorine (8)
# Sequence of screens: TDP-43 yeast inh	HEK293 tox	GLP1R inv ag	KB-3-1 tox	KB-V1 MDR tox	GLP1R ag	HT1080-NT tox	SW480 rerep	HT1080 IDH1KD tx
COc1cc2c3nnc(-c4ccc(F)cc4)c-3cn(Cc3ccc(F)cc3)c2cc1OC
    2%	4%	9%	u	-14%	23%	-7%	u	u
O=C(CN1CCN(c2ccc(Cl)cc2)CC1)Nc1cccc(F)c1
    -8%	8%	u	u	u	2%	-15%	u	-11%
O=C(CSc1nc(-c2ccco2)cc(C(F)(F)F)n1)N1CCc2ccccc2C1
    -22%	-8%	u	-4%	0%	-4%	0%	-6%	6%
COc1cc(C(=O)OCC(=O)NC(=O)c2cccn2C)ccc1OC(F)F
    x	u	-11%	1%	0%	-2%	-10%	-17%[1.84 µM]	4%
CCOC(=O)N1N=C(c2ccccc2)CC1(O)C(C)(F)F (stereo not drawn)
    0%[1.82 µM]	-16%	17%	6%	u	5%	6%	-3%	1%
O=C1CCc2cc(NS(=O)(=O)c3cc(F)ccc3F)cc3c2N1CC3
    10%	14%	71%[activator]	-1%	-22%	-8%	2%	-6%	2%
CCCCn1c2c(c(=O)n(C)c1=O)C(CC(=O)OCC(=O)Nc1cccc(C(F)(F)F)c1)C(=O)N2 (stereo not drawn)
    13%	-5%	-6%	-2%	18%	0%	-15%	-3%	-5%
Cc1nn(-c2ccccc2)c2c1C(c1ccc(F)cc1F)C(C#N)=C(N)O2 (stereo not drawn)
    -8%	-4%	4%	-2%	23%	-3%	5%	0%	-5%
